E-sel inducer – E-selectin induction in HUVECs, primary screen, imaging, HUVEC, immunofluorescence imaging, single point; normalized: neutral wells 0, TNF-alpha wells 100; AID 686992, 2013; P16581; activation, % at 7.58 µM; hit rate 0.37% among 260,000;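 active = mean E-selectin-positive cell signal at least 10% of the positive control, reached in at least 60% of replicates, without over 20% cell loss; inconclusive = no rule given, readout overlaps actives, possibly toxicity-flagged; inactive = the rest, including those meeting only one limit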;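 also: in these data hits start at about 27%; measured in HUVEC primary endothelial cells; signal is the percent of cells scored E-selectin positive by PE staining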
Target sequence (P16581 whole entry, looked up): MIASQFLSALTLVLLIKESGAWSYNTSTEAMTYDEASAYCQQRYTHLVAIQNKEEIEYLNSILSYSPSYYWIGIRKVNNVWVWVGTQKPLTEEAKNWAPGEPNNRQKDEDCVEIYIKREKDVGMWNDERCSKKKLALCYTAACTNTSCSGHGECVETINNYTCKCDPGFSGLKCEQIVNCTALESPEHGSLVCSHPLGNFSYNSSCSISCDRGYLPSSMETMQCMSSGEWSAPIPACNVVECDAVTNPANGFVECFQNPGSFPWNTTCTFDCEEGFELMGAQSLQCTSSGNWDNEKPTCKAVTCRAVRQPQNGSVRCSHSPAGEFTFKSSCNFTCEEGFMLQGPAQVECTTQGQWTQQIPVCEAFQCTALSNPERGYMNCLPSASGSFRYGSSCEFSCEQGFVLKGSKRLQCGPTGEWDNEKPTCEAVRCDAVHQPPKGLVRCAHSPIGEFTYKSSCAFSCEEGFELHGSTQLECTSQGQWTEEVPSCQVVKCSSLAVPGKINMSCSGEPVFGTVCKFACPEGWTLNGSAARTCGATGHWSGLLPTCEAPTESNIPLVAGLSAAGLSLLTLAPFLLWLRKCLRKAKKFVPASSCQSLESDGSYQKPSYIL
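material = human umbilical vein endothelial cells (HUVEC), E-selectin induction | quantity = 3,000 cells/well | medium = EGM-2 growth medium on 0.1% gelatin-coated wells | technique = immunofluorescence imaging | read-out basis = % PE-positive cells | control set = TNF-alpha positive control, DMSO neutral control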
RAD52 anneal inh – RAD52 DNA annealing inhibitors, primary screen, biochemical, FRET, single point, set 2; DNA repair protein RAD52 homolog (Homo sapiens), P43351; recombinant RAD52 DNA annealing, FRET fluorescence; inhibition, % at 18.7 µM; hit rate 0.46% among 360,000;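 active = every replicate showing at least 50% inhibition; inconclusive = mean inhibition at least 50% but not in every replicate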
Target sequence (P43351 whole entry, looked up): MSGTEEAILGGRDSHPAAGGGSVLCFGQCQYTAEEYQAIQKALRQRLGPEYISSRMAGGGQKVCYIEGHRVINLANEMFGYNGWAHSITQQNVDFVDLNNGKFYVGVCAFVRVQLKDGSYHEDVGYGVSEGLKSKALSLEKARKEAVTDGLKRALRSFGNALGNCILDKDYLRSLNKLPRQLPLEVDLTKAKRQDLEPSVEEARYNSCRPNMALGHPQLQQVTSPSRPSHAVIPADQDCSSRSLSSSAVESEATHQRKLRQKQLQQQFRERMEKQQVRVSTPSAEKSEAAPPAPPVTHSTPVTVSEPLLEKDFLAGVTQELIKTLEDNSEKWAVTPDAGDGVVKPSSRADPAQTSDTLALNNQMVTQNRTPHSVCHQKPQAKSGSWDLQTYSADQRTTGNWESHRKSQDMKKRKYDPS
RAD54 branch – inhibitors of human RAD54 branch migration, primary screen, biochemical, fluorescence, single point | DNA repair and recombination protein RAD54-like (Homo sapiens), Q92698 | RAD54 Holliday junction branch migration, FAM/BHQ fluorescence | inhibition, % at 10.4 µM | hit rate 0.14% among 360,000;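 active = mean normalized replicate activity at least 40 and at least half of replicates scoring 40 or more; inconclusive = only one of the two criteria met; inactive = mean below 40 and under half of replicates reaching 40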;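 also: 0% = median of neutral control wells and 100% = median of positive control wells; inhibitors cause a drop in the FAM fluorescence signal; in these data hits start at about 50%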
FN deposition inh – inhibitors of fibronectin matrix deposition, primary screen, AH1F cells, Alexa488-fibronectin fluorescence, plate reader; hit rate 0.086% among 350,000; AID 743247, 2014; inhibition, % at 12.6 µM; AH1F fibroblasts, overnight;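 active = mean inhibition across replicates of 30% or more, regardless of how many single replicates reach that level; inconclusive = mean under 30% yet at least half of replicates reach 30%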;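 also: positive control wells lacked labelled fibronectin entirely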
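test system = AH1F fibroblasts assembling fluorescent fibronectin matrix | quantity = 10000 AH1F cells per well | buffer or medium = DMEM plus 2% serum, read in PBS | doses = single dose, pinned | incubation = 1 h cell attachment, overnight exposure to compound and label | detection = fluorescence at 485 nm excitation, 525 nm emission | read-out basis = inhibition from reduced deposited-fibronectin fluorescence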
EWS-Fli inh – EWS/Fli-driven NR0B1 reporter inhibitors, primary screen, A673 cells, NR0B1 luciferase, luminescence, MLPCN library | viability-normalised | inhibition, % at 12.6 µM | hit rate 0.67% among 350,000;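 active = mean inhibition of at least 50% after viability correction, with every replicate also passing that limit; inconclusive = mean reaches 50% but only one of two replicates passes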;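 also: firefly luciferase signal divided by Alamar Blue viability fluorescence both relative to DMSO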
esBAF inh – Bmi1 luciferase reporter increase in mESCs, primary screen, esBAF inhibitor project, mouse ES cells, Bmi1 luciferase knock-in, single point; 24 h; 100% = twice the neutral-well signal; reporter increase, % at 12.5 µM; hit rate 2% among 350,000; in the data active = activation above about 40%; inconclusive = no clear call, values can overlap the other calls;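 also: 0% = median of the plate's neutral control wells and 100% = double that signal; a rise in the Bmi1 reporter signal indicates esBAF inhibition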
S100A4 inh HTS – inhibitors of S100A4-myosin IIA peptide binding, primary screen, biochemical, fluorescence polarization, TAMRA-MyoIIA peptide | inhibition, % at 10.7 µM | hit rate 0.14% among 360,000;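 active = mean inhibition of at least 70% across replicates, with every replicate also reaching that level; inconclusive = mean inhibition reaches 70% but some replicates fall short; inactive = mean inhibition below 70%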
Target sequence (P26447 whole entry, looked up): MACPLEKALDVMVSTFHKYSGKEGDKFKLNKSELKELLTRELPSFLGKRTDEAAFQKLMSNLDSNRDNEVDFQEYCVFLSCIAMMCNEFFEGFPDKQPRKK
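Compound dosing: one dose per compound; test system: human S100A4 monomer with TAMRA-labelled myosin IIA peptide; probe or stimulus: TAMRA-labelled myosin IIA heavy-chain peptide probe, 5 nM; medium: HEPES buffer with Ca2+, pH 7.2; schedule: 5 min incubation before reading; benchmarks: neutral control DMSO, positive control TFP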
XiGFP reactiv – activators of inactive X chromosome reactivation, primary screen, imaging, XiGFP fibroblasts, GFP high-content imaging, set 2. hit rate 0.055% among 360,000. activation, % at 7.58 µM. AID 743238, 2013. XiGFP mouse fibroblasts, % GFP-positive cells imaging, 3 d; cells co-treated with 5-aza-dC sensitizer; scaled so ellipticine positive control = 100%;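 active = mean normalized replicate activation at least 10% and every replicate at or above 10%; inconclusive = only one of the two criteria met; inactive = mean below 10% and not all replicates reach 10%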;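 also: 0% = median of on-plate neutral control wells and 100% = ellipticine 6 µM median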
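Material: XiGFP fibroblasts, SV40-immortalized; Buffer or medium: DMEM containing 5-aza-dC; Compound dosing: single point; Times: 3 days compound exposure.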
* marks the source's active call; other numbers are inactive results; ? = inconclusive; / = not tested or not shown; & = joins results of further samples.

SMILES	E-sel inducer	RAD52 anneal inh	RAD54 branch	FN deposition inh	EWS-Fli inh	esBAF inh	S100A4 inh HTS	XiGFP reactiv
O=C(COC(=O)C1CCCCC1)Nc1cccc(F)c1	0.3	5.0	-5.3	10.6	-14.3	/	-8.7	0.0
Cn1c(=O)c(=O)n(C)c2cc(S(=O)(=O)CCC(=O)N3CCOCC3)ccc21	/	-16.8	-3.9	-0.2	1.0	4.1	-11.4	0.0
COCCNC(=O)c1ccc2c(=O)n(Cc3ccco3)c(SCC(=O)Nc3ccc(OC)cc3OC)nc2c1	/	-4.4	2.5	0.1	12.4	-2.2	-6.2	0.0
COc1cc(OC)c(OC)cc1/C=N/NC(=S)NCCN1CCOCC1	/	5.9	/	/	2.6	/	8.9	0.0
COc1ccc(NC(=S)NN2CCOCC2)cc1OC	/	/	2.9	2.5	/	-3.2	/	0.0
Nc1cccc(C(=O)O)c1	0.4	-28.8	-1.7	-0.7	-7.2	-11.7	-1.1	0.8
COc1cc(CN2C[C@@H]3N[C@H](C2)C3c2ccc(-c3ccc(C#N)cc3)cc2)cc(OC)c1 (some centres not stated)	0.0&0.1	/	/	7.4&18.9	-6.3&-4.4	/	/	0.0&5.9
O=C(NCCNc1ccc([N+](=O)[O-])cc1Cl)c1ccccc1F	/	-4.8	11.6	-9.0	26.2	8.0	-4.4	0.0
Cc1cc(C(=O)N(C)CC(=O)Nc2ccc(Cl)c(C(F)(F)F)c2)no1	0.4	-13.8	/	1.6	-11.6	-3.0	9.2	0.0
COc1cc(/C=C/C(=O)OCC(=O)N2CCc3ccccc3C2)ccc1O	-0.5	-15.1	-2.6	-0.7	12.6	/	-12.2	0.6
Cc1c(C(=O)Nc2cccc(F)c2)cnn1-c1ccccc1	/	-1.6	0.9	11.3	-108.7	51.4	3.7	-0.1
COCCN(Cc1ccccc1)C(=O)Cc1ccc(S(=O)(=O)N2CCOCC2)s1	-0.6	-90.4	-5.2	-2.9	-0.4	7.3	-9.8	0.1
CN(C)CCCNc1cc(-c2ccccc2)nc2cc(-c3cccc(F)c3)nn12	/	66.6*	89.8*	-0.1	26.0	-22.4	-5.9	0.0
CCCCN(C(=O)c1cc2c(s1)CCCCC2)c1c(N)n(CCC)c(=O)[nH]c1=O	15.2	-14.3	-4.5	1.6	2.1	13.3	-5.1	0.1
CN=C(Nc1cccc(S(=O)(=O)N2CCOCC2)c1)c1ccccc1	0.2	-5.4	-6.6	1.0	2.1	2.9	0.3	0.1
CCCCNC(=O)c1cccc(NC(=O)C(=O)c2ccccc2NC(C)=O)c1	-0.1	-4.6	-2.5	-8.1	-4.3	2.2	-3.1	-0.6
CC(C)c1ccc(NC(=O)Cc2ccc(NC3=NC4CS(=O)(=O)CC4S3)cc2)cc1 (configuration not stated)	0.2	1.4	11.2	-1.6	-23.5	10.3	3.4	-0.2
Cc1cc(Br)cnc1NC(=S)Nc1ccc(F)cc1F	0.5	-4.7	/	-4.0	11.3	/	-2.0	0.0
C[C@@H]1CN([C@@H](C)CO)C(=O)c2cc(NC(=O)CCN3CCOCC3)ccc2O[C@@H]1CN(C)S(=O)(=O)c1ccc(F)cc1	0.1	2.3	4.3	/	-4.1	1.2	2.4	-0.5
CO[C@H]1CC[C@H]2CCOc3c(C#N)cccc3C(=O)N(C)C[C@H](c3ccccc3)CC(=O)N(C)C[C@@H]1O2	0.0	13.1	-14.2	-7.6	-6.7	-1.2	-2.1	0.1

Sorted by formula weight (rising): 3 of the compounds above.
SMILES	E-sel inducer	RAD52 anneal inh	RAD54 branch	FN deposition inh	EWS-Fli inh	esBAF inh	S100A4 inh HTS	XiGFP reactiv
Nc1cccc(C(=O)O)c1	0.4	-28.8	-1.7	-0.7	-7.2	-11.7	-1.1	0.8
COc1ccc(NC(=S)NN2CCOCC2)cc1OC	/	/	2.9	2.5	/	-3.2	/	0.0
CN(C)CCCNc1cc(-c2ccccc2)nc2cc(-c3cccc(F)c3)nn12	/	66.6*	89.8*	-0.1	26.0	-22.4	-5.9	0.0

(continued)
SMILES	E-sel inducer	RAD52 anneal inh	RAD54 branch	FN deposition inh	EWS-Fli inh	esBAF inh	S100A4 inh HTS	XiGFP reactiv
Cc1cc(C)c(NC(=O)C2CCN(S(C)(=O)=O)CC2)c(C)c1	1.3	-6.7	-5.0	4.6	-11.7	4.3	-5.2	0.1
Cc1ccc2c(c1)C(=NC1CCCCC1)c1cc3ccccc3nc1-2	/	-2.0	/	0.0	-34.5	/	-5.0	-0.3
CCCN(CC1CCCO1)C(=O)c1cc(COc2cccc(OC)c2)on1 (configuration not stated)	/	-29.3	-1.0	-3.5	-8.3	/	4.1	0.4
CN(C)/C=C/C(=O)c1ccc(-n2cccc2)cc1	/	-34.8	/	-7.7	-106.9	/	4.2	0.0
CO[C@H]1CN(C)C(=O)c2cc(NC(C)=O)ccc2OC[C@H](C)N(C(=O)c2ccccn2)C[C@@H]1C	0.1	6.5	-10.6	1.5	-1.3	-10.3	-19.5	-0.1
O=C(NCC1CCCO1)c1ccc2[nH]c3c(c2c1)CCCC3 (configuration not stated)	0.3	-1.3	-24.4	1.7	-52.4	44.5*	-0.9	0.0
C=C1CCC(C)C(C)(CCC2=CCOC2=O)C/C=C\C=C/1C(=O)O (configuration not stated)	/	-9.9	-3.6	/	1.8	3.2	-4.8	/
CC1(C)C(=O)NCCN1C(=O)CC1C(=O)NCCN1CC(c1ccccc1)c1ccccc1 (configuration not stated)	/	-41.4	-12.3	12.8	3.1	2.5	-3.6	0.1
C/C(=N\NC(=O)c1ccoc1C)c1cccc2ccccc12	-0.1	-20.2	3.4	-4.5	-25.1	13.7	-8.0	0.3
COC(=O)[C@H](CCSC)NC(=O)Nc1cccc(Br)c1	0.5	-2.7	/	-0.7	-3.3	/	1.6	0.0
CCNc1nc(NCC)n2c(SCC(=O)Nc3cccc(F)c3)nnc2n1	/	-4.9	-1.1	-5.9	1.3	/	-2.1	0.3
O=C(c1ccc2ccccc2c1)c1cccc(F)c1C(=O)O	-0.1	-11.8	19.0	-2.8	-0.8	0.4	-0.5	-0.1
O=C(Cc1cccc2ccccc12)NCCc1ccccc1	/	0.4	-8.9	8.6	-4.0	11.7	-2.0	0.1
O=C(NCC(=O)N1CCN(C(=O)c2ccccc2)CC1)c1ccc(Cl)cc1Cl	/	-7.6	1.2	-4.3	-2.0	-2.2	-5.1	-0.1
O=c1cc(/C=C/c2ccccc2)oc2c1ccc1ccccc12	/	/	20.1	-6.7	/	-1.3	/	-0.1
Cc1ccc(NC(=O)CCCc2ccccc2)nc1	2.1	-20.6	-5.8	-2.0	-49.1	?	14.9	0.7
CCN(CC(=O)NCc1ccc(F)cc1)C(=O)c1ccc(C)o1	/	-9.8	-3.8	2.9	4.4	-2.7	5.4	0.4
Clc1c(-c2ccccc2)nc2ccccn12	/	-9.8	4.0	1.3	-112.8	?	-4.7	0.0
COc1ccccc1S(=O)(=O)N1CC[C@@H]2[C@@H](CO)Nc3ccc(-c4cccc(C#N)c4)cc3[C@@H]21	1.4	/	2.2	1.4	-6.8	-5.9	/	-0.1
COc1ccccc1C(=O)N/N=C(\C)CC(=O)Nc1ccc2c(c1)OCCO2	/	-12.6	-4.3	4.3	-1.1	-4.0	0.6	0.0

Quoted from the listing:
In XiGFP reactiv, CN(C)/C=C/C(=O)c1ccc(-n2cccc2)cc1 has the entry 0.0
In E-sel inducer, COc1cc(/C=C/C(=O)OCC(=O)N2CCc3ccccc3C2)ccc1O has the entry -0.5
In RAD52 anneal inh, Cc1cc(C(=O)N(C)CC(=O)Nc2ccc(Cl)c(C(F)(F)F)c2)no1 has the entry -13.8
In FN deposition inh, CO[C@H]1CN(C)C(=O)c2cc(NC(C)=O)ccc2OC[C@H](C)N(C(=O)c2ccccn2)C[C@@H]1C has the entry 1.5

Further entries follow:
SMILES	E-sel inducer	RAD52 anneal inh	RAD54 branch	FN deposition inh	EWS-Fli inh	esBAF inh	S100A4 inh HTS	XiGFP reactiv
CC(C)N(CCNC(=O)COc1ccc2oc3c(c2c1)CCCC3)C(C)C	-0.2	-14.7	8.5	-3.3	0.7	-11.9	-0.2	-0.1
CCCCNC(=O)C1(C)CCN1C(=O)c1cncc(Br)c1 (configuration not stated)	0.1	-21.1	-8.3	1.8	-11.5	8.0	-3.7	0.0
C[C@H]1CN([C@@H](C)CO)C(=O)c2cc(-c3cccc(C(=O)N(C)C)c3)cnc2O[C@H]1CN(C)S(=O)(=O)c1cccc(F)c1	0.0	8.8	-2.0	/	-29.1	0.4	0.9	-0.3
C=CCn1c(=O)[nH]c(=O)c2c(N)c(C(=O)c3ccc(OC)cc3)sc21	0.1	-13.6	11.6	3.7	12.0	-10.3	3.3	-0.2
CSc1scc2c1-c1nc(SCC(=O)C(C)(C)C)ncc1CC2	/	-32.5	/	-4.9	-14.7	/	5.4	0.0
Cc1nc2nc(-c3ccccc3)cn2nc1C	/	-2.3	-2.2	/	33.0	-42.0	-14.8	/
O=C(C1CCCCC1)N1CC2(C1)[C@@H](c1ccccc1)[C@@H](CO)N2Cc1ccc(Cl)cc1	0.0	-7.6	/	-15.9	5.6	/	3.7	0.1
CCC(C)Nc1nc(-c2ccccn2)nc2ccccc12 (configuration not stated)	0.5	5.4	35.3	-3.0	36.2	3.2	-1.5	0.0
COc1cccc(CN2CCNC(=O)C2CC(=O)N2CCOc3ccccc3C2)c1OC (configuration not stated)	/	-37.9	/	4.4	0.0	/	-2.9	0.4
Cc1ccc(C(=O)OCC(=O)Nc2cc(C(C)(C)C)no2)c(C)c1	0.0	-12.7	3.6	7.1	9.4	-8.0	2.2	0.0
O=C(CC(c1ccccc1)c1cc(Cl)ccc1O)NCCN1CCOCC1 (configuration not stated)	0.1	0.1	/	-2.4	6.7	4.1	-0.5	-0.3
Cc1nnc(SCC(=O)NC(=O)Nc2ccc3c(c2)OCCO3)n1N	-1.5	5.2	/	-12.5	-46.4	/	1.9	0.0
NC(=S)N/N=C/c1coc2cc(Br)ccc2c1=O	3.2	-27.2	/	3.2	6.9	/	0.4	-0.1

Two consecutive compounds already listed, for reference:
SMILES	E-sel inducer	RAD52 anneal inh	RAD54 branch	FN deposition inh	EWS-Fli inh	esBAF inh	S100A4 inh HTS	XiGFP reactiv
CCCCN(C(=O)c1cc2c(s1)CCCCC2)c1c(N)n(CCC)c(=O)[nH]c1=O	15.2	-14.3	-4.5	1.6	2.1	13.3	-5.1	0.1
CN=C(Nc1cccc(S(=O)(=O)N2CCOCC2)c1)c1ccccc1	0.2	-5.4	-6.6	1.0	2.1	2.9	0.3	0.1

Assay outcomes from PubChem.
